Bioassay records from PubChem BioAssay.
S3 lipid droplet: qHTS Assay for Lipid Storage Modulators in Drosophila S3 Cells; Potency in µM for hits, for the others lipid storage change, negative = inhibition, % at the top dose, mostly 46.1 µM; 320,000 compounds, 0.64% hits; Drosophila S3 cells, BODIPY lipid droplet fluorescence, 18-24 h; cells fed with added oleic acid; active = well fitted inhibition curve with a large enough effect in the signal ratio, with a control signal flat, not every such curve was filed as active; inconclusive = small, poorly fitted or top-dose-only effect, or effect the other way, or a change in a side signal; the % refers to the signal ratio
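Drosophila S3 cells got compounds at several concentrations plus oleic acid (400 uM solution). Laser-scanning cytometry with 488 nm excitation read lipid droplets at 500-530 nm and cells at 575-640 nm. Percent activity was relative to 20 uM Triacsin C.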
S3 lipid droplet cell count max: recorded beside S3 lipid droplet, whose call it bears; cell number change, %; measured here: cell count max response;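 cells counted by Cell Tracker Red CMTPX staining in the red channel; peak over a dose series mostly up to 46.1 µM; percent activity relative to internal control wells on each plate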
Numbers without * were called inactive; i = inactive; ? = inconclusive; nt = no result given. % is set by controls: 0 for no effect and ±100 for the full control effect; potency is the fitted concentration of half-maximal effect. Some of the compounds tested; rates above refer to the full screens.

S3 lipid droplet	S3 lipid droplet cell count max	SMILES
?	nt	CC(=O)Nc1ccc(S(=O)(=O)NCc2ccc3[nH]c(C)cc3c2)cc1
2%	-6	O=C(Nc1cscc1S(=O)(=O)c1ccccc1)c1ccccc1Cl
-5%	-13	CC(=O)Nc1ccc(N2C(C(C)=O)=NN(c3ccc(Cl)cc3)C2c2sccc2C)cc1 (configuration not stated)
?	nt	CCOC(=O)C1=C(O)/C(=C\c2sccc2C)N=C1C
?	nt	O=c1[nH]c2cc(C(F)(F)F)ccc2n1-c1cc(C(F)(F)F)ccc1O
?	nt	COc1ccc(-c2[nH]ncc2-c2ccc3c(c2)OCCO3)c(O)c1
?	nt	COc1cc(CNc2ccc(N3CCCCC3)cc2)ccc1OCC(=O)NC(C)(C)C
i	8	COc1ccccc1CC(=O)NC1CCCCCC1
?	nt	COc1ccc(COCCN2CCN(S(=O)(=O)c3ccccc3)CCC2=O)cc1
?	nt	Cc1nnc(SCC(=O)NC(C)c2ccccc2)[nH]c1=O (configuration not stated)
?	nt	CN1CCN(NC(=O)c2ccc(COc3ccccc3Br)o2)CC1
?	nt	COc1ccc(CCNC(=O)Cc2nn(C)c(=O)c3ccccc23)cc1OC
i	-2	CC1Cc2cc(S(=O)(=O)N3CCCC(C(=O)N4CCCCC4)C3)ccc2N1C(=O)C1CC1 (configuration not stated)
?	nt	COc1ccccc1N(CC(=O)NCc1ccccn1)S(C)(=O)=O
?	nt	CC[C@@]12C(=O)N(c3cccc(Cl)c3)C(=O)N1[C@H](c1ccc(Br)cc1)[C@@H]1C(=O)N(C(C)(C)C)C(=O)[C@@H]12
?	nt	COc1ccc(NC(=O)c2cccc(Oc3ccc([N+](=O)[O-])cc3Cl)c2)cc1
?	nt	Cc1ccc(NC(=O)c2noc3c2CCc2ccccc2-3)cc1
-10%	-3	CNC(=O)c1cccc2nc3ccccc3nc12
?	nt	CC(=O)N1N=C(c2ccccc2)CC1c1ccc2c(c1)OCO2 (configuration not stated)
16%	17	C/C(=C\c1ccc(Br)cc1)C(=O)c1c(C)cc(C)[nH]c1=O

The last 5 records of the part before are carried over, then new ones follow:
S3 lipid droplet	S3 lipid droplet cell count max	SMILES
?	nt	COc1ccc(NC(=O)c2cccc(Oc3ccc([N+](=O)[O-])cc3Cl)c2)cc1
?	nt	Cc1ccc(NC(=O)c2noc3c2CCc2ccccc2-3)cc1
-10%	-3	CNC(=O)c1cccc2nc3ccccc3nc12
?	nt	CC(=O)N1N=C(c2ccccc2)CC1c1ccc2c(c1)OCO2 (configuration not stated)
16%	17	C/C(=C\c1ccc(Br)cc1)C(=O)c1c(C)cc(C)[nH]c1=O
?	nt	CC(C)COc1ccc(C(=O)Nc2ccc(NC(=O)c3ccco3)cc2)cc1
-6%	10	Nc1cc(=O)nc(SCC(=O)Nc2cccc3ccccc23)n1CCc1ccccc1
?	nt	COc1ccc(Nc2cc(C)nc3ncnn23)c(OC)c1
?	nt	Cc1ccccc1OCC(=O)Nc1ccccc1-c1ccccc1
?	nt	C=CCc1cc(C=O)cc(OCC)c1OCc1ccc(Cl)cc1
4%	2	Cn1c(/C(C#N)=N/O)nc2ccccc21
?	nt	COc1ccc(S(=O)(=O)n2oc(=O)cc2-c2ccccc2)cc1
?	nt	COc1ccc(-c2nnc(C)c3nocc23)cc1
?	nt	Cc1ccc(S(=O)(=O)N2CCC(C(=O)NCc3ccccc3Cl)CC2)cc1
?	nt	CCOc1ccc(NC(=O)CSc2nc3cccnc3n2CCOC)cc1
7%	-7	Cc1ccnc(NC(=O)CCCOc2ccccc2)c1
0%	-14	COc1ccc(-c2csc(NC(=O)COC(=O)Cc3ccc(Cl)cc3Cl)n2)cc1
?	nt	Cc1onc(-c2ccccc2Cl)c1C(=O)OCC(=O)c1ccccc1
-17%	-2	C#CCNC(=O)C1=C[C@H](C2CCCCC2)C[C@H](OCCCCO)O1
-1%	-13	Cc1ccc(C(=O)OCCc2sc[n+](Cc3ccccc3)c2C)cc1
-14%	-16	CN(Cc1cnccn1)C(=O)CC1C(=O)NCCN1CC(c1ccccc1)c1ccccc1 (configuration not stated)
?	nt	O=C(CSc1nnc(CNC(=O)c2cccs2)o1)c1ccc(Cl)cc1
-4%	-12	COC(=O)c1ccc(Cl)c(NC(=O)CN2CCOCC2)c1
i	6	COc1ccccc1-c1nnc2n1N=C(C(C)(C)C)CS2
i	29	O=C(Nc1ccc2c(c1)CCC2)c1ccc(Br)o1

Other compounds
S3 lipid droplet	S3 lipid droplet cell count max	SMILES
?	nt	Cc1ccc(NC(=O)CSc2nnc(/N=C/N(C)C)s2)cc1
20%	15	COc1ccc(CNC(=O)C2(c3ccc(Cl)cc3)CC2)cc1
?	nt	COc1cc2cc(C(=O)N3CCN(Cc4ccc5c(c4)OCO5)CC3)[nH]c2cc1OC
?	nt	CCn1c(SCc2nc3ccccc3s2)nnc1-c1cccs1
?	nt	COc1ccc(CCN(C)C(=O)c2ccc(OCC(=O)N3CCOCC3)c(OC)c2)cc1OC
1%	-16	CN1C(=O)CC(N2CCC(c3nc4ccccc4s3)CC2)C1=O (configuration not stated)
11%	-5	C=CCn1c(Sc2nnc(C)s2)nc2c1c(=O)[nH]c(=O)n2C
?	nt	Nc1ccccc1SC1CC(=O)N(c2ccccc2Cl)C1=O (configuration not stated)
?	nt	COC(=O)[C@H](CCSC)NC(=O)Nc1ccc(C(C)C)cc1
?	nt	O=C(Nc1ccc(Cl)c(Cl)c1)c1ccc(Cn2c(=O)[nH]c3ccsc3c2=O)cc1
3%	-2	CNC(=O)c1cc(S(=O)(=O)NCc2ccncc2)ccc1OC
?	nt	CCCOc1nc2ccccc2cc1/C=C/C(=O)O
i	3	Cc1cc(OCC(=O)Nc2ccccc2F)nc(C(C)C)n1
?	nt	Cc1ccc(N(C)/N=C/c2ccc(Cl)cc2Cl)nn1
7%	nt	CCN(CC)S(=O)(=O)c1ccc(C(=O)NCC(=O)N/N=C/c2ccccc2OC)cc1
5%	1	CC(=Nc1ccc(O)cc1)c1sc2ccccc2c1O
6%	3	CCOC(=O)C(=NCCOC)NNc1cc(Cl)ccc1Cl
-14%	-20	Cc1cccc(NC(=O)c2sc(C)nc2C)c1
-14%	7	CN1C(=O)c2cccc3c(S(=O)(=O)N(C)C)ccc1c23
?	nt	O=C(NC1CCN(Cc2ccccc2)CC1)C1CCN(S(=O)(=O)c2ccc(Cl)cc2)CC1

(more compounds)
S3 lipid droplet	S3 lipid droplet cell count max	SMILES
17%	25	NC(=O)NOCc1ccccc1
15%	-23	CCN(CC(=O)Nc1c(F)cccc1F)C(=O)C1CCN(C(=O)c2ccc(F)cc2)CC1
?	nt	Cc1cccc(NC(=O)CCNS(=O)(=O)c2ccc(Cl)cc2)c1
?	nt	Oc1ccc(CNc2ccccc2O)cc1
?	nt	Cc1cc(Cl)ccc1NC(=S)NC1CCCC1
?	nt	CCN(Cc1ccncc1)Cc1ccc(OC)c(OC)c1
?	nt	CCN(C(=O)COC(=O)c1oc2ccc(OC)cc2c1C)C1CCS(=O)(=O)C1 (configuration not stated)
-4%	6	N#CC1(NC(=O)CSc2nc3ccccc3s2)CCCCC1
?	nt	Cc1nnc2n1N=CC=C(c1ccccc1)S2
-5%	4	CC(C)C(NC(=O)c1cccnc1)C(=O)O (configuration not stated)
i	27	O=C(CC1SC(=Nc2ccccc2)N(CCCCO)C1=O)NCc1ccccc1 (configuration not stated)
i	-9	COc1ccc(C2Nc3ccccc3NC3=C2C(=O)CC(C)(C)C3)cc1O (configuration not stated)
i	-4	NS(=O)(=O)c1ccc(CCNC(=O)C(=O)NCC2OCCN2S(=O)(=O)c2ccc(F)cc2)cc1 (configuration not stated)
?	nt	O=c1[nH]c2ccc(S(=O)(=O)N3CCCCC3)cc2s1
?	nt	CCOc1cc(/C=N\NC(=O)c2ccc(NC(=O)CC)cc2)ccc1OC(=O)c1ccccc1
?	nt	O=S(=O)([O-])CCC[n+]1c(/C=C\Nc2ccccc2)oc2ccc(-c3ccccc3)cc21
23%	11	CCCCCOC(=O)CSc1nc2c(c(=O)[nH]c(=O)n2C)n1Cc1ccc(Cl)cc1
i	9	CN(C)c1ccc(CNC(=O)C2CCN(S(=O)(=O)c3ccc4c(c3)CCCC(=O)N4)CC2)cc1
?	nt	CC(C)(C)c1ccc(S(=O)(=O)NCc2ccc(C(=O)N3CCCC3)cc2)cc1
4%	-2	Cc1c(OC(C)C(=O)NCCN2CCOCC2)ccc2c(-c3ccccc3)cc(=O)oc12 (configuration not stated)

In the list so far, ten have an NH in an aromatic ring:
S3 lipid droplet	S3 lipid droplet cell count max	SMILES
?	nt	CC(=O)Nc1ccc(S(=O)(=O)NCc2ccc3[nH]c(C)cc3c2)cc1
?	nt	O=c1[nH]c2cc(C(F)(F)F)ccc2n1-c1cc(C(F)(F)F)ccc1O
?	nt	COc1ccc(-c2[nH]ncc2-c2ccc3c(c2)OCCO3)c(O)c1
?	nt	Cc1nnc(SCC(=O)NC(C)c2ccccc2)[nH]c1=O (configuration not stated)
16%	17	C/C(=C\c1ccc(Br)cc1)C(=O)c1c(C)cc(C)[nH]c1=O
?	nt	COc1cc2cc(C(=O)N3CCN(Cc4ccc5c(c4)OCO5)CC3)[nH]c2cc1OC
11%	-5	C=CCn1c(Sc2nnc(C)s2)nc2c1c(=O)[nH]c(=O)n2C
?	nt	O=C(Nc1ccc(Cl)c(Cl)c1)c1ccc(Cn2c(=O)[nH]c3ccsc3c2=O)cc1
?	nt	O=c1[nH]c2ccc(S(=O)(=O)N3CCCCC3)cc2s1
23%	11	CCCCCOC(=O)CSc1nc2c(c(=O)[nH]c(=O)n2C)n1Cc1ccc(Cl)cc1

Additional structures follow:
S3 lipid droplet	S3 lipid droplet cell count max	SMILES
?	nt	O=C(C1CC1)N1CCN(c2ccnc3cc(Cl)ccc23)CC1
?	nt	Oc1ccc(N=Nc2nc(-c3ccccc3)c(-c3ccccc3)[nH]2)cc1
?	nt	COC(=O)CN1C(=O)S/C(=C/c2ccc(N3CCCCC3)o2)C1=O
?	nt	COc1ccc(C(=O)Oc2cccc(/C=N/NC(N)=S)c2)cc1
?	nt	Cc1ccc(-n2c(C)csc2=N)cc1
?	nt	O=S(=O)(Nc1ccc(O)c(NS(=O)(=O)c2ccccc2)c1)c1ccccc1
?	nt	COc1ccc(OC)c(/C=N\NC(=O)CSc2nnc(CCCc3ccc(OC)c(C)c3)o2)c1
?	nt	CCc1ccccc1NC(=O)CN(C)C(=O)CSc1nn(-c2ccccc2)c(=S)s1
11%	15	c1ccc2c3nnc4n(c-3nc2c1)CCCS4
i	-10	O=C(Nc1nccs1)C1CCCN1S(=O)(=O)c1ccc(F)cc1 (configuration not stated)
?	nt	CCc1ccc(C2NC(=O)c3ccccc3O2)cc1 (configuration not stated)
-15%	-4	Cc1cccc(NC(=O)C2CCCN(c3ncnc4c3nc3n4CCCCC3)C2)n1 (configuration not stated)
?	nt	CCC(C)[C@H]1CNCCN1CCc1cccc2ccccc12 (some centres not stated)
?	nt	COc1ccccc1OCCC(=O)Nc1cccc(S(=O)(=O)N2CCOCC2)c1
?	nt	Cn1ccnc1Sc1nc(Nc2cccc(Cl)c2)nc(N2CCOCC2)n1
?	nt	O=C(CCS(=O)(=O)Cc1ccccc1)NCCc1ccccc1
-2%	6	CC(=O)c1cccc(CN2CCN(CCC(C)C)C(CCO)C2)c1 (configuration not stated)
13%	-2	CCc1nc(SCC(=O)OC)c2c3c(sc2n1)COC(C)(C)C3
?	nt	CCOC(=O)CSCC(=O)Nc1nnc(-c2cccc([N+](=O)[O-])c2)s1
-4%	-3	COc1cc(OC)c(NC(=S)Nc2cccc(C(C)=O)c2)cc1Cl

Next records:
S3 lipid droplet	S3 lipid droplet cell count max	SMILES
1%	-6	COC(=O)Cn1c(C)c(C#N)c2ccccc21
?	nt	COC(=O)c1cc(C(=O)c2c(C)cc3ccccn23)cc([N+](=O)[O-])c1
i	4	Cc1ccc(-n2nc(C(N)=O)nc2-c2ccccc2)cc1
6%	1	N/C(=N\c1nc2ccccc2o1)NC(=O)c1cccc(Cl)c1
?	nt	O=C(CCC(=O)c1cccs1)OCC(=O)c1ccc(Cl)s1
i	7	Cc1nn(C)cc1CN(C)C(=O)c1ccc(OC2CCN(Cc3ccccn3)CC2)cc1
?	nt	CN(CC(=O)Nc1ccc(F)cc1[N+](=O)[O-])Cc1ccccc1
16%	5	Cc1ccc(C(=O)N2CCN=C2SCc2ccc([N+](=O)[O-])cc2)cc1
?	nt	Cc1c(Cl)cccc1NC(=O)c1ccc(-n2ccnc2)nc1
?	nt	CC(OC(=O)c1ccc2ncsc2c1)C(=O)Nc1ncc(Cl)cc1Cl (configuration not stated)
i	-7	COc1ccc(CNC(=O)C2CCN(S(=O)(=O)c3cc(OC)ccc3OC)CC2)cc1
?	nt	COc1ccc2c(c1)O[C@@H](c1cccc(C(F)(F)F)c1)[C@H](O)C2=O
1%	3	COc1cccc(C(=O)OCCN2CCCCC2)c1
?	nt	CC(C)n1nnnc1SCC(=O)N1CCN(Cc2ccc3c(c2)OCCO3)CC1
?	nt	CCOC(=O)c1c(C)[nH]c(C(=O)OCc2csc(CC(=O)Nc3ccccc3C)n2)c1C
?	nt	CCN(CC(=O)NCc1ccc(Cl)cc1)C(=O)c1cnc(Cl)c(Cl)c1
2%	11	O=C(NC1CC1)c1nc2c(nnn2Cc2ccccc2Cl)c(=O)[nH]1
-20%	-5	Cc1oc(-c2ccccc2Cl)nc1CN1CCCC1c1ccc(F)cc1 (configuration not stated)
i	-2	CCC(C)C(NC(=O)c1ccccc1)C(=O)Nc1ccc(S(=O)(=O)Nc2cc(C)nc(C)n2)cc1 (configuration not stated)
2%	-7	NS(=O)(=O)c1ccc(N2CCCC2=O)c([N+](=O)[O-])c1
